Screening results as filed in PubChem BioAssay.
CaV13 FRET inh: Disruptors of the CACNA1D IQ motif to Ca2+-dependent inactivation inhibitor domain association, primary screening, Förster resonance energy transfer in intact living …; HEK cells, CFP/YFP FRET ICDI-IQ, plate reader, 10 min; percent FRET-ratio fall versus neutral wells; actives 0.098% (n = 340,000); AID 743397; inhibition, % at 12.3 µM;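 active = mean replicate inhibition of at least 30% and at least 1% of replicates passing that level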;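 note: 0% = median of the neutral control wells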
Shn3 3UTR inh: reduction of Shn3 3'UTR firefly luciferase signal, primary screen, Schnurri-3 inhibitor project, cell-based, Clone20 osteoblasts, set 2; Clone20 osteoblast Shn3 3'UTR firefly luciferase, 24 h; inhibition, % at 12.5 µM; actives 0.52% (n = 360,000);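 active = mean inhibition of at least 75% with every replicate also reaching 75%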;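 note: 0% = median of neutral control wells and 100% = pilot-screen positive control compound; some compounds past the cut are filed as inactive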
KKLEB tox: cytotoxicity in KKLEB CF airway cells, primary screen, cytotoxicity control for CF NF-kB inhibitor project, cell-based, uHTS, fluorescence assay plates; KKLEB CF airway cells viability, ATPlite luminescence, overnight; active compounds read low; cells stimulated with P. aeruginosa culture filtrate; activity change (cytotoxicity), % at 5 µM; actives 0.36% (n = 360,000); AID 602141, 2011;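 active = corrected activity change at or below -50% at 5 µM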
PDI inh: inhibitors of human PDI, primary screen, biochemical, turbidity, single point, plate reader. Protein disulfide-isomerase (Homo sapiens), P07237. PDI insulin aggregation turbidity, A650, 90 min. inhibition, % at 10 µM. actives 0.052% (n = 350,000). AID 588391, 2011;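 active = mean inhibition across replicates of 30% or more, whatever share of single replicates reach that level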;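 note: absorbance from insulin aggregation driven by PDI reduction with DTT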
Target sequence (P07237 whole entry, looked up): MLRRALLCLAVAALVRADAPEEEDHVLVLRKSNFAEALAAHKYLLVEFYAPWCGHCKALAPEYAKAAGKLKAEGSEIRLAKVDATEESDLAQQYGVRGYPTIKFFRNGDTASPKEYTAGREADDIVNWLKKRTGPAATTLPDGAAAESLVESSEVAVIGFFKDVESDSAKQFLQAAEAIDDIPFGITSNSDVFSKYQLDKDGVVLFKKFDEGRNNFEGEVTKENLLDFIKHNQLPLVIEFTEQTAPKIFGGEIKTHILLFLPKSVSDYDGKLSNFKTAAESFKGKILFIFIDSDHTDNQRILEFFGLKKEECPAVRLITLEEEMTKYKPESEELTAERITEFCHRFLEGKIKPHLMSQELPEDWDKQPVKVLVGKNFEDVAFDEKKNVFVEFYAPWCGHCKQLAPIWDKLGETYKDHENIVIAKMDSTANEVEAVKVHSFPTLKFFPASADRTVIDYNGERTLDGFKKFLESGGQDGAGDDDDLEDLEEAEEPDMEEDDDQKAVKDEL
Vif inh: HIV Vif self-association inhibitors, primary screen, imaging, HEK293T, single point; HEK293T cells, Vif self-association by quenched fluorescence, 24 h; inhibition, % at 7.49 µM; actives 0.35% (n = 340,000); AID 602346, 2012; in the data active = inhibition above about 50%, passing the limit was not always enough; note: some results filed as inactive read as strong as hits
Peg3 promoter: Peg3 promoter-driven luciferase inhibitors, primary screen, cell-based, HeLa, luciferase luminescence; inhibition, % at 20 µM; AID 588405, 2011; actives 1.7% (n = 360,000); HeLa PEG-Prom luciferase reporter, overnight;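 active = inhibition of at least 50% at 20 µM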
NR2E3 ag-1: NR2E3 agonists in two-hybrid cells, primary screen, cell-based, luminescence, CHO-S, Gal4-NCOR/VP16-NR2E3. AID 602229, 2012. actives 0.35% (n = 360,000). luciferase. inhibition of corepressor binding, % at 3.98 µM;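 active = inhibition above the mean of all tested compounds plus 3 SD, cut at about 70% in these data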;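 note: 0% = DMSO with NR2E3 transfected cells and 100% = cells lacking NR2E3 construct; higher means lower luciferase signal from less NR2E3 corepressor binding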
Target sequence (Q9Y5X4 whole entry, looked up, the tested form may be a part): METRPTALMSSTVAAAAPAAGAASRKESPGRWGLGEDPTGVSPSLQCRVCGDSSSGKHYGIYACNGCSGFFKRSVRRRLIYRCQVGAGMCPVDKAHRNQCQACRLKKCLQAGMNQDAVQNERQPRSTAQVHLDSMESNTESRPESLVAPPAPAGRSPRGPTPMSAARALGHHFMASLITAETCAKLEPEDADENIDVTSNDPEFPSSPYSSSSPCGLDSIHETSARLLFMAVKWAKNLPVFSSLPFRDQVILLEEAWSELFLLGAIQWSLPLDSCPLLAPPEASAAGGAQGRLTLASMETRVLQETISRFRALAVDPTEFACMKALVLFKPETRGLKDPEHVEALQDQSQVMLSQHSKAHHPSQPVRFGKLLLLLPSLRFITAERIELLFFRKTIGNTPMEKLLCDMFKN
MITF TRPM1 inh: inhibitors of MITF-dependent TRPM1 promoter reporter, primary screen, cell-based, SK-MEL-5, single point, luciferase | inhibition, % at 12.5 µM | SK-MEL-5 TRPM1 promoter luciferase, 24 h | actives 0.83% (n = 330,000);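 active = mean inhibition across replicates of 60% or more, whatever share of single replicates reaches that level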; note: values of inactives mirror those of a sister screen read the other way
CF NFkB block: inhibitors of PAF-induced NF-kB signaling, primary screen, cell-based, GFP fluorescence, uHTS | KKLEB NF-kB-GFP reporter, GFP fluorescence overnight | actives 0.86% (n = 360,000) | AID 588850, 2011 | inhibition, % at 5 µM;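 active = at least 50% inhibition at 5 µM, scaled per plate between neutral and stimulator controls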;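 note: PAF is a Pseudomonas aeruginosa culture filtrate used as stimulus; plate controls were PAF-stimulated DMSO wells for no effect and unstimulated DMSO wells for full effect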
NR2E3 ag-2: inhibitors of NR2E3-RetCOR corepressor binding, primary screen, NR2E3 agonist project, biochemical, TR-FRET, GST-NR2E3, biotin-RetCOR. 1536-well. inhibition of corepressor binding, % at 4.78 µM. actives 0.12% (n = 320,000). AID 2300, 2010;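 active = percent inhibition above the cutoff of mean plus 3 SD of all tested compounds, set per screening campaign, cut at about 20% in these data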;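 note: 0% = DMSO wells and 100% = biotin wells as full block of FRET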
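system = GST-tagged NR2E3 plus biotinylated RetCOR corepressor | input = 1.35 nM GST-NR2E3 | also added = 7 nM biotin-RetCOR | schedule = 5 h incubation at 4 °C | measured by = TR-FRET with europium anti-GST and streptavidin-D2, 340 nm excitation | read-out = percent loss of FRET ratio relative to control wells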
HIF-2a inh: HIF-2a reporter inhibitors, primary screen, luminescence, 786-0 RCC cells; actives 0.72% (n = 360,000); inhibition, % at 18.8 µM; 786-0 RCC cells HIF-2a reporter, luciferase luminescence, overnight;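 active = inhibition of the luminescence signal of 40% or more relative to plate controls, in a single-dose primary screen at 18.75 µM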
Active calls of the source: *.

What do the screens show for `O=C(Nc1ccccc1C(F)(F)F)c1cc(-c2ccccc2O)on1`?
CaV13 FRET inh: -11; Shn3 3UTR inh: -54; KKLEB tox: 11; PDI inh: -2; Vif inh: -4; Peg3 promoter: -183; NR2E3 ag-1: -82; MITF TRPM1 inh: -58; CF NFkB block: 8; NR2E3 ag-2: 0; HIF-2a inh: -222

What do the screens show for `CC(C)(O)C#Cc1ccc(CN2CCC(CO)(CCc3ccccc3)CC2)cc1`?
CaV13 FRET inh: -6; Shn3 3UTR inh: 4; KKLEB tox: 2; PDI inh: -36; Vif inh: 0; Peg3 promoter: 1; NR2E3 ag-1: -4; MITF TRPM1 inh: -11; CF NFkB block: 7; NR2E3 ag-2: 1; HIF-2a inh: 5

Results for O=C(Nc1ccc(N2CCN(C(=O)c3ccccc3F)CC2)cc1)c1ncn[nH]1 ?
CaV13 FRET inh: 13; Shn3 3UTR inh: -5; KKLEB tox: -9; PDI inh: -6; Vif inh: 4; Peg3 promoter: -6; NR2E3 ag-1: -12; MITF TRPM1 inh: 11; CF NFkB block: 29; NR2E3 ag-2: -2; HIF-2a inh: 3

How did COC(=O)c1c(O)cc(=O)n2c1CCCCC2 do in these assays?
CaV13 FRET inh: -4; Shn3 3UTR inh: -8; KKLEB tox: 0; PDI inh: -2; Vif inh: -4; Peg3 promoter: -6; NR2E3 ag-1: -24; MITF TRPM1 inh: 7; CF NFkB block: 2; NR2E3 ag-2: 1; HIF-2a inh: 11

What do the screens show for `Cc1ccccc1C(=O)OCCCN=C1NS(=O)(=O)c2ccccc21`?
CaV13 FRET inh: -4; Shn3 3UTR inh: -6; KKLEB tox: 1; PDI inh: 7; Vif inh: -7; Peg3 promoter: 7; NR2E3 ag-1: -6; MITF TRPM1 inh: 6; CF NFkB block: -1; NR2E3 ag-2: -1; HIF-2a inh: 12

What do the screens show for `CCO[C@@H]1OC(C(=O)O)=C[C@H](c2ccc3c(c2)OCO3)[C@H]1CCCO`?
CaV13 FRET inh: -10; Shn3 3UTR inh: -27; KKLEB tox: -12; PDI inh: -5; Vif inh: -2; Peg3 promoter: -4; NR2E3 ag-1: 1; MITF TRPM1 inh: 0; CF NFkB block: -1; NR2E3 ag-2: 1; HIF-2a inh: 6

What do the screens show for `CCCCNC(=O)CSc1nc2cc(OC)c(OC)cc2c(=O)n1Cc1ccc(OC)cc1`?
CaV13 FRET inh: -6; Shn3 3UTR inh: -4; KKLEB tox: -48; PDI inh: 0; Vif inh: 16; Peg3 promoter: 16; NR2E3 ag-1: -4; MITF TRPM1 inh: -15; CF NFkB block: 18; NR2E3 ag-2: 1; HIF-2a inh: 0

What do the screens show for `Cc1cc(C)c(C#N)c(Nc2cccc(C)c2C)n1`?
CaV13 FRET inh: -21; Shn3 3UTR inh: -23; KKLEB tox: -12; PDI inh: -3; Vif inh: -4; Peg3 promoter: 14; NR2E3 ag-1: -16; MITF TRPM1 inh: 9; CF NFkB block: -1; NR2E3 ag-2: 2; HIF-2a inh: -4

Results for CCC(C(=O)Nc1ccccc1F)n1nc(C)c2c(C)n(-c3ccccc3)nc2c1=O (configuration not stated) ?
CaV13 FRET inh: -3; Shn3 3UTR inh: 12; KKLEB tox: 3; PDI inh: 8; Vif inh: -1; Peg3 promoter: 11; NR2E3 ag-1: 8; MITF TRPM1 inh: 2; CF NFkB block: 9; NR2E3 ag-2: -1; HIF-2a inh: 11

Results for COc1ccc(-c2oc(NC(=O)c3ccc(C)cc3)c(C#N)c2-c2ccc(OC)cc2)cc1 ?
CaV13 FRET inh: -1; Shn3 3UTR inh: -8; KKLEB tox: 1; PDI inh: -3; Vif inh: 7; Peg3 promoter: -35; NR2E3 ag-1: -67; MITF TRPM1 inh: -8; CF NFkB block: 7; NR2E3 ag-2: 0; HIF-2a inh: -117

What do the screens show for `COc1ccc(NS(=O)(=O)c2cccc(C(=O)O)c2)cc1S(=O)(=O)N1CCOCC1`?
CaV13 FRET inh: -6; Shn3 3UTR inh: 0; KKLEB tox: -7; PDI inh: 8; Vif inh: 1; Peg3 promoter: 0; NR2E3 ag-1: -14; MITF TRPM1 inh: 0; CF NFkB block: 4; HIF-2a inh: 2

How did O=C(Cn1c(NCCO)nc2ccccc21)c1cccs1 do in these assays?
Shn3 3UTR inh: 1; KKLEB tox: 14; PDI inh: -5; Vif inh: -1; Peg3 promoter: 7; NR2E3 ag-1: -7; MITF TRPM1 inh: 0; CF NFkB block: -3; NR2E3 ag-2: 4; HIF-2a inh: 6

Results for O=C(CSc1nc(C2CC2)nc2sc3c(c12)CCCC3)NCc1ccco1 ?
CaV13 FRET inh: -3; Shn3 3UTR inh: 23; KKLEB tox: -14; PDI inh: -6; Vif inh: 20; Peg3 promoter: -40; NR2E3 ag-1: -38; MITF TRPM1 inh: -1; CF NFkB block: 2; NR2E3 ag-2: 1; HIF-2a inh: -102

How did Clc1ccc(-c2nc(Cc3ccccc3)no2)cc1 do in these assays?
CaV13 FRET inh: -4; Shn3 3UTR inh: -117; KKLEB tox: 3; PDI inh: 0; Vif inh: 27; Peg3 promoter: -179; NR2E3 ag-1: -48; MITF TRPM1 inh: -94; CF NFkB block: 7; NR2E3 ag-2: -3; HIF-2a inh: -295

What do the screens show for `O=C(Nc1ccc2c(c1)OCCO2)c1ccc(Cl)c(Cl)c1`?
CaV13 FRET inh: -4; Shn3 3UTR inh: -59; KKLEB tox: 9; PDI inh: 0; Vif inh: -18; Peg3 promoter: -344; NR2E3 ag-1: -36; MITF TRPM1 inh: -61; CF NFkB block: -17; NR2E3 ag-2: -3; HIF-2a inh: -270

Results for CC(C)CN1C(=O)C(=O)N(CC(=O)N2c3ccccc3NC(=O)CC2C)C1=O (configuration not stated) ?
CaV13 FRET inh: -4; Shn3 3UTR inh: 9; KKLEB tox: 21; PDI inh: 0; Vif inh: 0; Peg3 promoter: 10; NR2E3 ag-1: 17; MITF TRPM1 inh: -1; CF NFkB block: -4; HIF-2a inh: -1

What do the screens show for `O=S(=O)(NCCc1ccccc1)c1ccc(S(=O)(=O)N2CCCCC2)cc1`?
CaV13 FRET inh: -8; Shn3 3UTR inh: 9; KKLEB tox: -22; PDI inh: 0; Vif inh: 4; Peg3 promoter: 10; NR2E3 ag-1: -3; MITF TRPM1 inh: 5; CF NFkB block: 19; NR2E3 ag-2: 2; HIF-2a inh: -5

How did Nc1c(C(=O)NCCN2CCOCC2)c2nc3ccccc3nc2n1-c1ccccc1 do in these assays?
CaV13 FRET inh: -5; Shn3 3UTR inh: -7; KKLEB tox: -3; PDI inh: 9; Vif inh: -2; Peg3 promoter: -13; NR2E3 ag-1: -6; MITF TRPM1 inh: 8; CF NFkB block: 1; NR2E3 ag-2: -1; HIF-2a inh: -8

What do the screens show for `CCOC(=O)C1CCN(c2ncnc3c2c(-c2ccccc2)cn3-c2ccccc2)CC1`?
CaV13 FRET inh: -2; Shn3 3UTR inh: 20; KKLEB tox: 4; PDI inh: 0; Vif inh: -1; Peg3 promoter: 47; NR2E3 ag-1: -4; MITF TRPM1 inh: 1; CF NFkB block: 17; NR2E3 ag-2: 1; HIF-2a inh: 22

What do the screens show for `O=C(Cc1cccs1)NNC(=S)NCc1ccc(Cl)cc1`?
CaV13 FRET inh: -6; Shn3 3UTR inh: -10; KKLEB tox: 0; PDI inh: -3; Vif inh: 0; Peg3 promoter: 20; NR2E3 ag-1: -23; MITF TRPM1 inh: -17; CF NFkB block: 2; NR2E3 ag-2: -2; HIF-2a inh: 31

How did COc1ccc(C2c3c(ncn(CCCO)c3=N)Oc3ccc4ccccc4c32)cc1OC (configuration not stated) do in these assays?
CaV13 FRET inh: 3; KKLEB tox: -6; PDI inh: 7; Vif inh: 7; Peg3 promoter: 23; NR2E3 ag-1: -15; CF NFkB block: 7; NR2E3 ag-2: -3; HIF-2a inh: 7

Results for O=C(Nc1ccc(N2CCN(C(=O)c3ccco3)CC2)cc1)c1cccnc1Cl ?
CaV13 FRET inh: -6; Shn3 3UTR inh: -6; KKLEB tox: 6; PDI inh: -7; Vif inh: 6; Peg3 promoter: 12; NR2E3 ag-1: -18; MITF TRPM1 inh: 11; CF NFkB block: 11; NR2E3 ag-2: 4; HIF-2a inh: 10

Results for CN1CCN(C(=O)/C(=C/c2cccnc2)NC(=O)c2cccc(Br)c2)CC1 ?
CaV13 FRET inh: -3; Shn3 3UTR inh: -8; KKLEB tox: -3; PDI inh: 2; Vif inh: 13; Peg3 promoter: 12; NR2E3 ag-1: -10; MITF TRPM1 inh: 1; CF NFkB block: 0; NR2E3 ag-2: -4; HIF-2a inh: 7

Three structures out of the list, sorted by length of the SMILES, largest number first:
Results for CCC(C(=O)Nc1ccccc1F)n1nc(C)c2c(C)n(-c3ccccc3)nc2c1=O (configuration not stated) ?
CaV13 FRET inh: -3; Shn3 3UTR inh: 12; KKLEB tox: 3; PDI inh: 8; Vif inh: -1; Peg3 promoter: 11; NR2E3 ag-1: 8; MITF TRPM1 inh: 2; CF NFkB block: 9; NR2E3 ag-2: -1; HIF-2a inh: 11

What do the screens show for `O=S(=O)(NCCc1ccccc1)c1ccc(S(=O)(=O)N2CCCCC2)cc1`?
CaV13 FRET inh: -8; Shn3 3UTR inh: 9; KKLEB tox: -22; PDI inh: 0; Vif inh: 4; Peg3 promoter: 10; NR2E3 ag-1: -3; MITF TRPM1 inh: 5; CF NFkB block: 19; NR2E3 ag-2: 2; HIF-2a inh: -5

What do the screens show for `O=C(Cc1cccs1)NNC(=S)NCc1ccc(Cl)cc1`?
CaV13 FRET inh: -6; Shn3 3UTR inh: -10; KKLEB tox: 0; PDI inh: -3; Vif inh: 0; Peg3 promoter: 20; NR2E3 ag-1: -23; MITF TRPM1 inh: -17; CF NFkB block: 2; NR2E3 ag-2: -2; HIF-2a inh: 31

Outcome played no part in choosing rows; 3.3% or so of the library scored in one or more.
